Compound activity as filed in PubChem BioAssay.
PfHsp90 yeast 2 = reduces growth (ATP signal) of yeast expressing P. falciparum Hsp90; AID 504621; 0.32% of 310,000 active; S. cerevisiae expressing PfHsp90, BacTiter-Glo ATP, 48 h; yeast lacking PDR1 and PDR3 efflux regulators; inhibition, % at 9.4 µM;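 active means every replicate shows inhibition above about 80%, whatever the replicate mean, limit read from the data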;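 further: 0% = DMSO neutral controls and 100% = 20 µM radicicol positive controls; yeast relying on Plasmodium falciparum Hsp90 in place of its own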
LANA DNA inh = inhibitors of KSHV LANA C-terminal domain DNA binding; MBP-C-LANA/FAM-LBS DNA binding, fluorescence polarization; inhibition, % at 9 µM; 0.078% of 340,000 active; AID 504423;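 active means highest replicate inhibition at or above 60% at 9 µM, even if other replicates fall short; inactive means all replicates below 60% inhibition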;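 further: 0% = neutral control wells and 100% = 4 µM acridine orange control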
Rtt109 Vps75 = inhibitors of Candida albicans Rtt109/Vps75 histone acetyltransferase | purified Rtt109/Vps75, ThioGlo CoA-SH fluorescence, 4 h | 0.16% of 330,000 active | inhibition, % at 34.9 µM | Q5AAJ8;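 active means inhibition of at least 50% in every replicate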
NSD2 inh = NSD2 (human) methyltransferase inhibition; NSD2 peptide methylation, AlphaScreen, 120 min; 0.54% of 310,000 active; inhibition, % at 12.5 µM; AID 743445; in the data active means inhibition above about 50%
Mot1-301 SUMO = blocks SUMOylation pathway, rescuing yeast Mot1-301 growth; 1% of 320,000 active; S. cerevisiae Mot1-301 growth rescue, ATP luminescence, 38.5C; percent above DMSO median, 100 means doubled; growth rescue, % at 18.8 µM;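 active means every valid replicate shows activation above 250% relative to neutral control wells; inactive means the rest, any valid replicate at or below 250%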;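 further: OY570 slx delta 5 strain wells were the positive control but not used for scaling; some compounds called inactive have numbers as strong as hits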
RTF Ca sens inh = cardiac RTF calcium desensitization; P19429+P45379; IANBD-labeled cardiac RTF, Ca2+ fluorescence; inhibition, % at 7.15 µM; 0.12% of 340,000 active;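 active means inhibition above the mean inhibition of all tested compounds plus 3 SD, cut at about 17% in these data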;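 further: assay run at fixed EC70 calcium of 1.6 mM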
Keap1-Nrf2 PPI = disrupts human Keap1 binding to Nrf2 peptide; 0.15% of 340,000 active; Q14145; inhibition, % at 9.4 µM; Keap1 Kelch-Nrf2 peptide fluorescence polarization, 1536-well; AID 504523; in the data active means inhibition above about 12%;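 further: human Keap1 Kelch domain with fluorescein labeled Nrf2 9mer peptide probe; 0% = neutral control wells and 100% = peptide positive control; higher means more block of Keap1 binding to Nrf2 peptide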
Target sequence (Q14145 whole entry, looked up, the tested form may be a part): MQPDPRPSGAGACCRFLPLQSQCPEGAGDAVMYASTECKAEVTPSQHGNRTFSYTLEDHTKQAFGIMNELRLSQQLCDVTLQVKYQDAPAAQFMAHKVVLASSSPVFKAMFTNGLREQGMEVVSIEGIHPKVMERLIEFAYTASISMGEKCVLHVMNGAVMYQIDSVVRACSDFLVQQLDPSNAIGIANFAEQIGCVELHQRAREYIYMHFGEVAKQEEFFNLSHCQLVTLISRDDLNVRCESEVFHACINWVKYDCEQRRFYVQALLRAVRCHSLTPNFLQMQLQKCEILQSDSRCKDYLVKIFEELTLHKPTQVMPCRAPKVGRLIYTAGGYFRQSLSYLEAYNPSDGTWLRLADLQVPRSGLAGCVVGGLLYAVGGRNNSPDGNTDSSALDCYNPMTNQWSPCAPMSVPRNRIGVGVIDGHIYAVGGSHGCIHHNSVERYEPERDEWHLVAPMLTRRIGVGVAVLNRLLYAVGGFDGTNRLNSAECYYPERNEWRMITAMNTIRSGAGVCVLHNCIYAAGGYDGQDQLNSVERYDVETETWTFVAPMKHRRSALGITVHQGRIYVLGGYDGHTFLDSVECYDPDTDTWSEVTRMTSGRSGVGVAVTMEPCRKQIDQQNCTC
PvdQ acylase = P. aeruginosa PvdQ acylase inhibition; inhibition, % at 10 µM; 0.063% of 340,000 active; AID 488965; purified PvdQ acylase, fluorescence plate reader; in the data active means inhibition above about 30%, passing the limit was not always enough;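 further: 0% = vehicle neutral wells and 100% = reference inhibitor wells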
dFosB activator = activators of mouse delta FosB homodimer. P13346. purified delta FosB, TAMRA-CDK5 oligo fluorescence polarization; percent of positive-control signal above neutral wells. activation, % at 25 µM. 0.99% of 340,000 active. AID 493131;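 active means mean activation above about 17%, with every replicate also reaching it, limit read from the data, passing the limit was not always enough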;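 further: fluorescence polarization rise as delta FosB binds a TAMRA Cdk5 AP-1 oligo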
Target sequence (P13346 whole entry, looked up): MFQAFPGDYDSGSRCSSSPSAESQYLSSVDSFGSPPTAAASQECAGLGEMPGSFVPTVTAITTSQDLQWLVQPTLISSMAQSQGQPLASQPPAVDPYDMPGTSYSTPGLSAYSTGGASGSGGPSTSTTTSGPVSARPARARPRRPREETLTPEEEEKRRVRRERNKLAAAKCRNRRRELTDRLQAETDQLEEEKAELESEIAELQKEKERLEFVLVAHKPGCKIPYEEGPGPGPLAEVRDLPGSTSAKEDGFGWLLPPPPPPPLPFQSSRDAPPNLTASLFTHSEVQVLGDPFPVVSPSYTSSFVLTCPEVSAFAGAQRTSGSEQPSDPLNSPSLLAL
CDK5 inh = CDK5/p35 (human) kinase inhibition; Recombinant CDK5/p35, ADP-Glo luminescence, 60 min; 0.01% of 330,000 active; inhibition, % at 10 µM; Q00535+Q15078;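 active means highest replicate inhibition of at least 50% and at least 75% of replicates reaching 50%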;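 further: plate controls were DMSO neutral control for no effect and GW8510 at 10 µM for full effect; many of its hits are not listed in these tables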
cardiac RTF act = cardiac RTF calcium sensitization. P19429+P45379. IANBD-labeled TnC RTF fluorescence at EC20 calcium; 0% EC20 calcium, 100% full calcium. activation, % at 7.2 µM. 0.24% of 340,000 active. AID 493008;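 active means activation above the mean over all tested compounds plus 3 SD, cut at about 30% in these data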;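 further: rise in fluorescence read as greater calcium sensitivity of cardiac thin filaments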
Numbers without * were called inactive; nt = not tested or not shown. Rows are unselected; about 3.2% have a hit in one of these screens.

Sample of the layout (six entries):
Structure	PfHsp90 yeast 2	LANA DNA inh	Rtt109 Vps75	NSD2 inh	Mot1-301 SUMO	RTF Ca sens inh	Keap1-Nrf2 PPI	PvdQ acylase	dFosB activator	CDK5 inh	cardiac RTF act
COc1ccc(CC(=O)Nc2sccc2C#N)cc1S(=O)(=O)N1CCOCC1	nt	1.1	3	-11	-6	0	-4	-16	2	-1.7	-6
O=C(NNC(=O)c1cccc(S(=O)(=O)Nc2ccc(Cl)cc2)c1)c1ccc(=O)[nH]c1	4	-0.2	3	2	-6	-1	-8	-4	-9	-4.9	4
CCOCCCNC(=O)C(NC(=O)Cc1cccs1)c1ccc(OC)cc1 (centres undefined)	nt	-0.6	-1	30	-6	-2	-4	5	-2	0.6	4
CCCCn1c(N)c(N(CCC(C)C)C(=O)c2ccc(C)c(S(=O)(=O)N3CCOCC3)c2)c(=O)[nH]c1=O	nt	1.6	-1	1	37	-1	-5	-6	-5	-6.1	-3
CN(C)c1nc2c(N)ncnc2n1[C@H]1O[C@@H](CO)[C@H](O)[C@@H]1O	-12	0.9	1	-2	21	-6	-5	-9	-1	-1.2	-3
C/C(=N/O)c1ccc2c(c1)OCCOCCOc1cc(/C(C)=N/O)ccc1OCCOCCO2	-67	-1.2	11	1	9	3	0	9	21*	-0.8	1

The whole of this part, previewed entries included:
Structure	PfHsp90 yeast 2	LANA DNA inh	Rtt109 Vps75	NSD2 inh	Mot1-301 SUMO	RTF Ca sens inh	Keap1-Nrf2 PPI	PvdQ acylase	dFosB activator	CDK5 inh	cardiac RTF act
COc1ccc(CC(=O)Nc2sccc2C#N)cc1S(=O)(=O)N1CCOCC1	nt	1.1	3	-11	-6	0	-4	-16	2	-1.7	-6
O=C(NNC(=O)c1cccc(S(=O)(=O)Nc2ccc(Cl)cc2)c1)c1ccc(=O)[nH]c1	4	-0.2	3	2	-6	-1	-8	-4	-9	-4.9	4
CCOCCCNC(=O)C(NC(=O)Cc1cccs1)c1ccc(OC)cc1 (centres undefined)	nt	-0.6	-1	30	-6	-2	-4	5	-2	0.6	4
CCCCn1c(N)c(N(CCC(C)C)C(=O)c2ccc(C)c(S(=O)(=O)N3CCOCC3)c2)c(=O)[nH]c1=O	nt	1.6	-1	1	37	-1	-5	-6	-5	-6.1	-3
CN(C)c1nc2c(N)ncnc2n1[C@H]1O[C@@H](CO)[C@H](O)[C@@H]1O	-12	0.9	1	-2	21	-6	-5	-9	-1	-1.2	-3
C/C(=N/O)c1ccc2c(c1)OCCOCCOc1cc(/C(C)=N/O)ccc1OCCOCCO2	-67	-1.2	11	1	9	3	0	9	21*	-0.8	1
COc1ccc(-c2cn3nc4c(nc3n2)CCCC4)cc1	7	5.8	-1	6	nt	-20	-3	-6	-12	-1.3	9
CC1CCc2ccccc2N1C(N)=Nc1ccccc1 (centres undefined)	-20	3.1	12	-3	-4	-7	-3	-8	-5	-4.3	0
CCOC(=O)C1CCN(C(=O)CCc2nnc3ccc(N4CCN(C)CC4)nn23)CC1	15	-1.5	-11	3	-17	-2	-7	-13	-9	0.0	-2
O=C(COC(=O)CCCOc1ccccc1)NC1CCS(=O)(=O)C1 (centres undefined)	-4	1.1	-6	2	-2	-3	-5	8	4	-1.9	3
O=c1c2cc(Br)ccc2nc(-c2cccc(Cl)c2)n1O	-47	-1.5	2	1	-22	-5	0	-16	0	-0.2	2
COc1ccccc1Oc1ncnc2c1oc1ccccc12	-16	0.0	-7	0	-17	-3	0	-2	-4	-0.1	-4
COCCCNc1nc2c(c(=O)[nH]c(=O)n2C)n1CC(O)COc1cccc(C)c1 (centres undefined)	17	-1.6	10	-1	-1	-2	2	3	-10	0.2	-6
COc1ccccc1Oc1ccc2c(c1)C(=O)N(c1cccc3ncccc13)C2=O	3	1.8	8	1	nt	-6	1	17	15	2.0	1
CCOc1ccc(S(=O)(=O)N2CN(c3cccc(C(C)=O)c3)c3nc4ccccc4nc32)cc1	-6	14	-1	1	-20	3	4	10	-6	2.0	-1
CCc1ccc(NC(=O)NCC2CCN(Cc3cccc(Cl)c3)CC2)cc1	12	-1.3	-7	1	14	2	-1	-9	-4	1.1	-3
COc1ccc(C2C(C#N)=C3NC(=O)c4c(sc5c4CCCCC5)N3C3=C2C(=O)CC(C)(C)C3)cc1 (centres undefined)	nt	-1.0	6	nt	6	-1	3	-10	-9	0.5	4
O=C(COc1ccc(S(=O)(=O)N2CCOCC2)cc1)NCC1CCCO1 (centres undefined)	2	0.2	-3	-1	-1	-2	1	7	4	0.9	-4
Cc1c(C(=O)N/N=C/c2ccc(Cl)cc2)[nH]c2ccc(Cl)cc12	32	-0.7	5	-2	164	15	-6	6	13	-0.6	1
COc1cc(-c2nnc(COC(=O)c3cc(C)nc4ccc(C)cc34)o2)cc(OC)c1OC	-3	-2.0	4	-1	-5	-4	-8	-10	-2	-6.7	-2
N[C@@H](Cc1ccccc1)C(=O)N1CCC(C(=O)NCC(=O)NCC(=O)O)CC1	5	2.0	-8	-6	-24	-10	3	-5	1	1.3	5
COc1ccc(Oc2ccccc2C=O)cc1	-2	-0.4	-3	-2	12	-3	-2	7	-4	0.2	0
N/C(=N/OCC(=O)Nc1cccc2ccccc12)c1nonc1N	-17	-0.7	-1	4	nt	-1	4	3	-4	0.9	-3
COc1ccc(N2CCN(C(=O)Cn3cncn3)CC2)cc1	5	0.4	-2	nt	nt	14	3	5	7	-0.5	-2
COC(=O)N/N=C/c1ccc(-c2ccc(Cl)cc2Cl)o1	-9	-2.5	-1	0	455*	0	0	4	-3	-0.4	2

Continued.
Structure	PfHsp90 yeast 2	LANA DNA inh	Rtt109 Vps75	NSD2 inh	Mot1-301 SUMO	RTF Ca sens inh	Keap1-Nrf2 PPI	PvdQ acylase	dFosB activator	CDK5 inh	cardiac RTF act
CCCCn1c(N)c(N(CCOC)C(=O)COC(=O)/C=C/c2ccc(Br)cc2)c(=O)[nH]c1=O	8	0.3	-2	-2	-12	5	-2	-9	-3	0.2	-2
CCN(CC)C(=O)CSC1=N/C(=C/c2ccco2)C(=O)N1c1ccc(OC)c(Cl)c1	-2	2.5	-6	2	7	-14	-4	-12	0	-1.0	3
Cc1cccnc1CNC(=O)C1CCC(=O)N(CCc2cccc(F)c2)C1 (centres undefined)	5	-1.4	-12	17	-2	7	-3	-15	3	1.5	9
COc1ccccc1C1CC(=O)Oc2cc(C)c(Cl)c(C)c21 (centres undefined)	-6	1.0	1	nt	nt	1	2	-10	5	-2.3	-2
COc1ccc(N(C(C)C(=O)N2CCCC2)S(C)(=O)=O)cc1 (centres undefined)	41	1.5	-3	-2	-10	8	3	-12	2	-1.2	6
O=C(NCCCN1CCN(c2ccccc2F)CC1)Nc1ccccc1[N+](=O)[O-]	13	-15	6	nt	447*	-2	-1	10	-3	2.5	0
O=C1C=C(c2cc(C(F)(F)F)cc(C(F)(F)F)c2)C[C@@H](c2ccc3c(c2)OCO3)C1	-6	-0.1	4	nt	9	-12	1	-1	4	-0.3	-1
O=C(NC1CCS(=O)(=O)C1)/C(=C\c1ccc(F)cc1)NC(=O)c1ccccc1 (centres undefined)	6	-1.2	-7	4	249	-3	2	-7	0	-1.9	4
CCOC(=O)c1ccc(NC(=O)c2cnccn2)cc1	-31	0.6	-1	-2	nt	-8	0	-6	-10	-0.5	4
COc1ccc(/C=C(/NC(=O)/C=C/c2ccccc2)C(=O)NCCCCCC(=O)O)cc1	-13	-1.8	0	-1	-14	-7	1	0	6	1.7	1
O=C(CCn1cnc2ccccc2c1=O)Nc1ccc2c(c1)OCCO2	-22	2.4	-9	0	2	-11	-4	-7	-2	-0.8	14
C=C1CCC[C@]2(C)C[C@H]3OC(=O)C(CNCCN(C)C)[C@H]3CC12 (some centres undefined)	-26	-1.9	0	1	213	-3	0	-8	-3	-0.7	1
CC(=O)O[C@H]1CC[C@@]2(C)[C@@H](CC[C@@H]3[C@@H]2CC[C@]2(C)[C@@H](C(C)(C)O)C[C@@H]32)C1	15	-2.7	3	nt	23	-7	0	-4	7	0.5	10
Cc1cc(C)c(C#N)c(N2CCN(CCOc3ccc(Cl)cc3)CC2)n1	-11	2.2	1	-1	-8	-8	-3	-6	-13	-1.6	-10
COc1ccc(N2CCOCC2)c(NC(=O)c2cccs2)c1	32	0.6	0	0	-21	11	-8	-8	11	-1.2	-4
CCn1c(C)nc2cc(C(=O)OCCC(F)(F)F)ccc21	-5	0.1	-2	-1	4	-13	-4	-14	-5	0.9	0
O=C(C1CCCO1)N1CCN(C(=S)Nc2ccc(Cl)c(Cl)c2)CC1 (centres undefined)	-20	4.5	-8	-2	12	0	-3	1	3	1.4	-3
Cc1cccc(-n2nnnc2SCC(=O)NC2CCCC2)c1	-16	-8.6	0	-6	-24	-4	5	17	1	0.0	1
CCCCN(C(=O)c1cccc(S(=O)(=O)N(C)c2ccc(C)cc2)c1)c1c(N)n(CCCC)c(=O)[nH]c1=O	nt	0.6	-2	-1	21	-11	0	-8	5	-2.6	1
CCCCC(=O)N/N=C(\C)CC(=O)Nc1ccccc1Br	-16	-0.3	3	-2	0	-3	-6	-11	2	-5.4	6
Cc1ccc(NC(=O)CSc2nc3ccccc3c(=O)n2CCCC(=O)N2CCCC2)cc1	1	0.6	5	9	-15	-11	2	-11	-20	-1.3	6
Cn1nccc1C(=O)Nc1ccc(S(=O)(=O)N2CCCC2)cc1	4	0.6	-2	-4	-8	-2	0	-1	3	-0.5	-5
COc1ccc(CCN(C)C(=O)CN2C(=O)NC3(CCCCC3C)C2=O)cc1OC (centres undefined)	-33	0.0	-6	-4	-6	-27	-5	-12	-4	-1.5	-4
O=C1Nc2ccccc2Oc2cc([N+](=O)[O-])cc(Oc3ccccc3)c21	-4	1.2	-4	nt	-4	-24	-6	-20	2	-6.4	11
